Assay outcomes as filed in PubChem.
hcGAS inh – blocks human cGAS activity; inhibition, % at 12.5 µM; recombinant h-cGAS, ATP depletion, Kinase-Glo luminescence; Q8N884; hit rate 0.081% among 290,000;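 further: 0% = vehicle reaction and 100% = reaction without DNA for no activity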
Target sequence (Q8N884 whole entry, looked up): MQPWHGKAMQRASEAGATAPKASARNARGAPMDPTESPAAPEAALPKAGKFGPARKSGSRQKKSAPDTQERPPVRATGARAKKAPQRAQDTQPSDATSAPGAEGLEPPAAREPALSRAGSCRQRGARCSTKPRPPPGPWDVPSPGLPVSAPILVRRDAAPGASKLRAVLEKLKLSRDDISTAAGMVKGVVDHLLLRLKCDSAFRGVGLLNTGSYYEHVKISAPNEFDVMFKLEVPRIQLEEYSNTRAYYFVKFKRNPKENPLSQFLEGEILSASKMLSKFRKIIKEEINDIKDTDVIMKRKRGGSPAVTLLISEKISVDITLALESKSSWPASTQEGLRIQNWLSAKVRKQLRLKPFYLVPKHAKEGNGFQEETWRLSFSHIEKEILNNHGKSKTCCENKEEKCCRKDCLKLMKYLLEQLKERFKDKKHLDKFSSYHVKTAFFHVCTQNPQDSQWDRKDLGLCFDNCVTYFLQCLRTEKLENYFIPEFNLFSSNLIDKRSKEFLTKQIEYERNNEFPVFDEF
mcGAS lum – blocks mouse cGAS activity. hit rate 0.15% among 160,000. inhibition, % at 12.5 µM. Q8C6L5. recombinant cGAS, Kinase-Glo ATP depletion luminescence;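 further: 0% = negative control wells and 100% = reference inhibitor with no enzyme activity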
NPYLR7 ag – activates Aedes aegypti NPYLR7 receptor; HEK293T NPYLR7/Galpha15, GCaMP6s calcium fluorescence; activation, % at 10 µM; hit rate 0.15% among 270,000; AID 1259423; in the data active means activation above about 40%;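 further: 0% = vehicle and 100% = reference agonist at the receptor; some compounds past the cut are filed as inactive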
Starred values were filed as active, the others as inactive; . = no result given; & = joins results of further samples. Unless noted, no stated cut-off is given here; in the data, active means inhibition above about 40%; inactive means the rest.

SMILES	hcGAS inh	mcGAS lum	NPYLR7 ag
CC1CCc2c(sc3nc(CN(CCN4CCOCC4)CC(O)Cc4ccccc4)[nH]c(=O)c23)C1 (stereo unspecified)	3.3	-1.4	0.8
Cc1nc2n(c(=O)c1C)C(CC(=O)N1CCOCC1)CS2 (stereo unspecified)	-1.2	.	0.7
Cc1cc2nc(N3CCN(C(=O)NC4CCCCC4)CC3)c3ccccc3n2n1	-1.6	.	-0.8
COc1ccc(-c2nnc3ccc(SCC(=O)NC4CCCC4)nn23)cc1OC	-4.2	-6.2	6.3
O=C(C=Cc1ccc(Cl)cc1)Nc1cc2c(cc1Cl)OCO2	-9.5	.	5.4
CCc1ccc(NC(=O)N2CCSC2c2ccc(C(F)(F)F)cc2)cc1 (stereo unspecified)	-6.7	-4.2	-1.1
COc1ccc(C2CC(c3ccccc3NS(C)(=O)=O)=NN2S(C)(=O)=O)cc1 (stereo unspecified)	-5.7	-2.4	12.2
CCCCN(CC(=O)Nc1cc(C(C)(C)C)nn1-c1ccc(C)cc1C)C(=O)c1ccc([N+](=O)[O-])cc1	4.9	0.9	-1.6
COCCNC(=O)c1cc(NC(=O)Nc2ccccc2F)ccc1N1CCC(Cc2ccccc2)CC1	-7.5	-5.5	-3.8
CCN(CC)Cc1cccc(C(=O)Nc2ccccc2CO)c1	1.1	-8.9	1.5
COc1ccc([C@@H]2CC(=O)c3c(O)cc(O)cc3O2)cc1O	5.0&-2.2	-3.9	-6.1&-1.5
CCN(CC)Cc1cnc2c(C(=O)N3CCN(c4cccnc4)CC3)cnn2c1	-7.8	-11.4	0.2

2 of the compounds above, with each value named.
Compound: Cc1cc2nc(N3CCN(C(=O)NC4CCCCC4)CC3)c3ccccc3n2n1
  hcGAS inh: -1.6	mcGAS lum: .	NPYLR7 ag: -0.8

Compound: COc1ccc(-c2nnc3ccc(SCC(=O)NC4CCCC4)nn23)cc1OC
  hcGAS inh: -4.2	mcGAS lum: -6.2	NPYLR7 ag: 6.3

Back to the main list, starting two compounds before the break.
SMILES	hcGAS inh	mcGAS lum	NPYLR7 ag
COc1ccc([C@@H]2CC(=O)c3c(O)cc(O)cc3O2)cc1O	5.0&-2.2	-3.9	-6.1&-1.5
CCN(CC)Cc1cnc2c(C(=O)N3CCN(c4cccnc4)CC3)cnn2c1	-7.8	-11.4	0.2
Cc1c(Cl)cccc1NC(=O)N(C)Cc1ccsc1	-10.6	.	-0.2
Cc1cc(C)cc(N2CCN(C(=O)c3cn(CCN4CCCCC4)nn3)CC2=O)c1	-2.5	-7.0	-2.6
COc1cccc(-c2nnc(SCc3ccc(C(=O)NC4CC4)cc3)n2-c2ccccc2F)c1	-6.2	-2.9	-1.1
CP(=O)(Nc1cc(Cl)ccc1Cl)c1nc2c(s1)CCCC2 (stereo unspecified)	-1.0	.	8.1
CCC(C)C(NS(=O)(=O)c1c(C)cc(C)cc1C)C(=O)Nc1nnc(-c2cccc(C)c2)s1 (stereo unspecified)	-2.0	-3.8	-3.9
COc1ccc(C)cc1NC1CCCN(C(=O)c2ccc([N+](=O)[O-])cc2)C1 (stereo unspecified)	0.7	.	0.8
CCOC(=O)Cn1cnc2c(nnn2-c2ccc(OC)cc2)c1=O	1.8	.	2.2
CCOCCCn1c(SC(C)C#N)nc2cc(S(=O)(=O)N3CCOCC3)ccc21 (stereo unspecified)	-4.8	-4.1	8.8
Cc1nn(-c2ccc(F)cc2)c(Cl)c1C(=O)OC(C)C#N (stereo unspecified)	-9.9	.	14.5
CCCCN=C1NN=C(c2c[nH]c3ccccc23)C(C)S1 (stereo unspecified)	-4.5	-15.7	-2.9
COc1cc(C#N)ccc1OCCCC(=O)Nc1ccc(C)cn1	-5.5	.	4.7
O=C1C2C3C=CC(C3)C2C(=O)N1c1ccccn1 (stereo unspecified)	-1.6	-3.2	12.1

Filtered by structure, those above with an NH in an aromatic ring.
SMILES	hcGAS inh	mcGAS lum	NPYLR7 ag
CC1CCc2c(sc3nc(CN(CCN4CCOCC4)CC(O)Cc4ccccc4)[nH]c(=O)c23)C1 (stereo unspecified)	3.3	-1.4	0.8
CCCCN=C1NN=C(c2c[nH]c3ccccc23)C(C)S1 (stereo unspecified)	-4.5	-15.7	-2.9

Other entries follow.
SMILES	hcGAS inh	mcGAS lum	NPYLR7 ag
Cc1cccc(CO[C@]2(C(=O)NC(C)C)CC(OCc3ccccc3F)[C@H](O)[C@H](O)C2)c1 (stereo partly specified)	-5.5	-7.6	3.1
COc1ccccc1CSc1nnc(-c2ccccc2Cl)n1-c1ccccc1Cl	-4.5	-6.2	0.3
CSc1ccc2cc(CN(C)Cc3cnccn3)c(=O)[nH]c2c1	-3.7	-7.5	9.7
Clc1ccc2c(c1)CN(Cc1ccc3c(c1)OCO3)CO2	-8.9	.	0.4
Cc1cc(NC(=O)Cn2c(-c3ccccc3)c(C)sc2=O)on1	-3.1	.	-23.1
CC1CN(C(=O)c2ccc(-c3cc(-c4ccccc4)n[nH]3)cc2)CC(C)O1 (stereo unspecified)	-2.6	-3.8	1.1
c1cncc(OCCCNC2CCC3(CCNCC3)CC2)c1	-3.4	.	9.0
COC(=O)CCC(=O)N1CCN(c2cc(S(=O)(=O)N3CCC(Cc4ccccc4)CC3)ccc2OC)CC1	4.3	-4.7	19.9
Cc1ccccc1-c1ncc(CN2CCC(O)(CO)CC2)cn1	-0.4	.	11.3
O=S(=O)(Nc1ccnn1Cc1ccccc1)c1ccccc1	-10.9	-15.2	-7.0
COCCNC(=O)c1cc2n(n1)CCN(Cc1ccccc1C(F)(F)F)C2=O	-4.1	-5.1	17.7
Cc1ccc(C2NC(=O)Nc3c2c(=O)[nH]c(=O)n3C)o1 (stereo unspecified)	-9.2	.	0.7
O=C1CN([C@@H]2C[C@@H]3CO[C@H](c4ccccc4)C[C@@H]3C2)C(=O)N1C1CCCCC1	-0.5	-5.5	25.6
O=C(Nc1ccc(Cl)cc1Cl)N1CCSC1c1ccc(C(F)(F)F)cc1 (stereo unspecified)	-8.6	-5.3	23.4
COCCNCC1(c2ccnc(-c3ccnn3C)c2)CC1	-5.4	-6.8	15.1
CCC(Oc1ccccc1)c1nn2c(-c3cccnc3)nnc2s1 (stereo unspecified)	-1.9	-5.1	1.1
CCCCCn1nc(C)c2c(C)cc(=O)[nH]c21	-5.0	.	0.1
COc1ccc(Cc2n[nH]c(Cc3ccccc3)n2)c(OC)c1	-3.0	.	3.8
CCOc1cccc(-c2nc3ccc(Cl)cc3c(=O)n2CCc2ccc(OC)cc2)c1	-5.3	-5.9	6.1
CCOC(=O)N1CCC(NC(=O)C2CCC(=O)N(Cc3ccccc3F)C2)CC1 (stereo unspecified)	-7.0	.	17.2
Cc1cc(C)n2nc(C(=O)NCC(C)N3CCCC(C)C3)nc2n1 (stereo unspecified)	-6.9	.	4.5
Cc1ccoc1C(=O)N1CCc2c([nH]c3ccccc23)C1CC(C)C (stereo unspecified)	-9.9&-3.4	-5.3	14.8&0.2
O=C(CCl)Nc1ccnn1Cc1cccc(Cl)c1	0.0	6.1	2.3
CCn1nc(C(=O)NCc2ccccc2F)c2ccccc2c1=O	-12.7	-7.7	8.8

Three compounds from above, arranged by length of the SMILES, falling:
SMILES	hcGAS inh	mcGAS lum	NPYLR7 ag
O=C1CN([C@@H]2C[C@@H]3CO[C@H](c4ccccc4)C[C@@H]3C2)C(=O)N1C1CCCCC1	-0.5	-5.5	25.6
CCC(Oc1ccccc1)c1nn2c(-c3cccnc3)nnc2s1 (stereo unspecified)	-1.9	-5.1	1.1
CCn1nc(C(=O)NCc2ccccc2F)c2ccccc2c1=O	-12.7	-7.7	8.8

Later entries
SMILES	hcGAS inh	mcGAS lum	NPYLR7 ag
CCn1nnc2c(NCc3ccc4[nH]c(C)cc4c3)ncnc21	-10.0	-9.6	6.6
CCN1CCN(C(c2ccc(Cl)c(Cl)c2)C2Sc3nc(C)nn3C2=O)CC1 (stereo unspecified)	-4.8	-5.9	-2.0
COc1ccc(NC(=O)CSc2nc(=O)n3cc(C)ccc3n2)cc1OC	-8.0	-6.7	3.2
Cc1ccc(N2C(=O)NC(NC(=O)C(C)(C)C)(C(F)(F)F)C2=O)cc1C (stereo unspecified)	-10.8	.	17.6
COc1ccc(CN(Cc2cccc(F)c2)C(=O)c2ccc(=O)[nH]c2)cc1	-2.2	.	0.3
O=C(c1ccc(N2CCC(NCC3COc4ccccc4O3)CC2)cc1)N1CCOCC1 (stereo unspecified)	-8.1	-12.0	15.8
CCOC(=O)C1(CCCc2ccccc2)CCN(Cc2cnc(SC)nc2)CC1	2.0&-4.3	-4.4	-11.0&10.9
CC(C)(C)NC(=O)NCC1CN(c2ccccc2)C(=O)O1 (stereo unspecified)	-4.7	.	4.9
Fc1cc(F)cc(-n2ncc3c2CCCC3NCc2cccn2-c2ncccn2)c1 (stereo unspecified)	-4.7	-10.7	3.1
FC(F)(F)c1ccc(CCC2CCN(Cc3cccs3)CC2)cc1	1.8	-3.7	-0.7
Cc1nc(-c2ccc(-n3ccnc3-c3ccc4onc(C)c4c3)cc2)n[nH]1	-10.4	.	11.4
CCCCN(CC(=O)N1CC(=O)N(c2cccc(Cl)c2C)C1)C(=O)c1ccc(F)cc1	4.0	.	10.0
COc1ccc(CNC(=O)c2cn(Cc3ccccn3)c(=O)s2)cc1	6.4	.	3.2
CC(NC(=O)c1ccc(-c2ccc(F)c(F)c2)s1)c1ccccc1 (stereo unspecified)	-4.5	-6.2	5.0
CCS(=O)(=O)N1CCN=C1SCc1ccc(C(F)(F)F)cc1	-5.7	-5.9	6.5
CC(C(=O)Nc1cc(Cl)ccc1C#N)N1C(=O)c2ccccc2S1(=O)=O (stereo unspecified)	-5.7	.	5.8
Cn1cc(CN2CCC2(C)C(=O)NCc2ccccn2)c2ccccc21 (stereo unspecified)	-7.9	.	2.6
CCOCCCn1c(SCc2cccc(OC)c2OC)nc2cc(S(=O)(=O)N3CCCC(C)C3)ccc21 (stereo unspecified)	-2.7	-1.9	25.4
CCSc1nc(-c2ccc(Br)cc2)ccc1C#N	-1.7	-6.2	-2.5
CNC(=O)[C@@H]1C[C@H]2CN(CCOC)C(=O)c3cccc(c32)N1C(=O)c1ccno1	6.6	-7.8	1.3
CC(C)[C@H](CO)Nc1nccnc1-c1ccc(OC(F)(F)F)cc1	-4.6	-1.6	-3.5
CCN(Cc1ccc2c(c1)OCO2)C(=O)CCc1nc2sc3c(c2c(=O)[nH]1)CCCC3	-7.0	-16.6	2.9
CSc1ccc(C(=O)CCC(=O)NCc2cccc(Cl)c2)cc1	-2.3	2.8	-5.0
CCCCC(CC)CNC(=O)c1cccnc1Nc1cccc(C)c1C (stereo unspecified)	-4.3	-2.1	-3.2
Cc1nn(C)c(Cl)c1S(=O)(=O)NC1CC1c1cccc(F)c1 (stereo unspecified)	5.1	.	-5.6
CCN(CC)c1ccc(C2NC(=O)NC(C)=C2C(=O)OC2CCCCC2)cc1 (stereo unspecified)	-3.3	-4.7	-1.6
Cc1ccccc1-c1ccc(N2CCN(C(=O)NCc3ccccc3)CC2)nn1	1.3	-1.9	.
CC(C)c1ccc(/C=C2/NC(=S)NC2=O)cc1	-1.7	0.8	3.7
O=C(Nc1cccc2[nH]c([C@@H]3O[C@H](CO)[C@@H](O)[C@H](O)[C@H]3O)nc12)c1cscn1	-6.7	-4.0	14.2
CCc1[nH]n(-c2ccccc2)c(=O)c1C1=C(c2c(C)[nH]c3ccccc23)C(=O)N(c2ccccc2)C1=O	-21.0	-12.3	-8.4
COc1ccc(C(=O)/C=C/c2ccccc2)cc1	-4.9	17.5	.
N#CC(c1ccccc1)c1ccc(NC(=O)CN2CCC3(CC2)CC(=O)c2cc(Br)cc(Br)c2O3)cc1Cl (stereo unspecified)	-5.8	.	-7.8
O=C(NCC(=O)N1CCC(C(=O)N2CCCCC2)CC1)Nc1cccc(Cl)c1Cl	-7.5	-7.6	25.9
O=C1NC2(CCN(C(=O)c3ccc4c(c3)OCO4)CC2)Nc2ccc(Br)cc21	0.0	-2.8	-0.2
COc1ccc2c(C)c(C(=O)NCC3(O)CCCNCC3)oc2c1 (stereo unspecified)	-4.7	.	18.3

Rows were taken by chance (roughly 0.27% active in at least one column).
